# Bioassay records from PubChem.
# Tb PGK inh – inhibitors of T. brucei phosphoglycerate kinase; P07378; PGK/GAPDH coupled, Kinase-Glo luminescence, 60 min; Potency, µM (titrated, usually from 57.5 µM), for the others: top-dose activity change, negative = inhibition, actives largely listed as inhibitors; 0.043% of 380,000 active; note: % is set by controls: 0 for no effect and ±100 for the full control effect; nearly all actives have a fitted effect of over 60% in size
#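 Recombinant glycosomal PGK reaction used 1,3-bisphosphoglycerate generated in-well by GAPDH (100nM final) in 100mM TEA pH 7.6, 5mM MgCl2, 0.01% Tween-20. After 60 minutes at room temperature, ATP was read by Kinase-Glo Plus luminescence end-point.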
# HP1b chromo inh – HP1-beta chromodomain-methylated histone interaction inhibition. P83916. AlphaScreen HP1-beta / biotin-H3K9me3 peptide binding. Potency, µM (titrated, usually from 114 µM), for the others: at the top dose activity change, negative = inhibition, usual class: inhibitors. 0.56% of 390,000 active; note: nearly all actives have a fitted effect of over 70% in size; inactives centre near 23
#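 HP1-beta protein (50 nM final) preincubated 30 min at room temperature with biotinylated H3(1-18)K9me3 peptide (50 nM) in PBS pH 7.4, 0.01% Tween-20, then compound added for 30 min. AlphaScreen streptavidin donor/nickel chelate acceptor beads (10 ug/mL final), 30 min dark, luminescence read.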
# GLS inhibitor – glutaminase GLS (human) inhibition | GLS enzymatic activity, qHTS titration | Potency, µM (top dose mostly 45.5 µM), for the others: top-dose activity change, negative = inhibition, usual class: inhibitors | O94925 | 0.21% of 410,000 active; note: % is set by controls: 0 for no effect and ±100 for the full control effect
#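 Two-point fluorescence kinetic (t0, 30 min RT) for hKGA; glutamate detected via glutamate oxidase–HRP–Amplex Red. Substrate: 1 mM L-glutamine solution; buffer 45 mM KH2PO4, pH 8.2.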
# BAZ2B block – blocks human BAZ2B. 4.4% of 360,000 active. Q9UIF8. Potency, µM (doses to about 114 µM), for the others: top-dose activity change, negative = inhibition, actives largely listed as inhibitors. AlphaScreen BAZ2B-H3K14Ac peptide displacement; note: % is set by controls: 0 for no effect and ±100 for the full control effect; nearly all actives have a fitted effect of over 60% in size
#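 In this displacement format the biotinylated H3(5-23) peptide acetylated at Lys14 serves as ligand at 50 nM, with BAZ2B at 50 nM in PBS pH 7.4 containing 0.01% Tween-20. Donor and acceptor beads are 10 ug/mL final.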
# BLM inh – blocks DNA unwinding by human BLM helicase; Potency, µM (titrated, usually from 56.1 µM), inactives show at the highest dose activity change, negative = inhibition, hits mostly inhibitors; recombinant BLM DNA unwinding, fluorescence dequenching; P54132; 0.2% of 350,000 active; AID 2528;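 note: plate controls were vehicle for no effect and no enzyme for full effect; nearly all actives have a fitted effect of over 35% in size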
# G9a inh – blocks human histone lysine methyltransferase G9a | AID 504332 | Potency, µM (series often up to 102 µM), without a hit: at the highest dose activity, negative = inhibition, hits mostly inhibitors | Q96KQ7 | 8.8% of 350,000 active | G9a H3K9 monomethylation, AlphaScreen, 2 h; note: % is set by controls: 0 for no effect and ±100 for the full control effect; nearly all actives have a fitted effect of over 75% in size
#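 Signal arises when biotinylated H3K9 peptide, once monomethylated, bridges streptavidin donor and antibody-captured acceptor beads. Enzyme at 20 nM was preincubated 15 min with test compounds; peptide 500 nM and SAM 20 uM then reacted for 2 h.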
# Pin1 inhibitor – human Pin1 inhibition; Q13526; Pin1 FP peptide displacement, HiFluor488, 10 min; Potency, µM (highest dose often 115 µM), for inactives: at the highest dose activity, negative = inhibition, hits mostly inhibitors; 0.009% of 390,000 active; active = well fitted inhibition curve with a large enough effect in the polarisation, with a control signal flat, not every such curve was filed as active; inconclusive = small, poorly fitted or top-dose-only effect, or effect the other way, or a change in a side signal; inactive = no such curve, though single readings can be large or run the other way; the % refers to the polarisation; note: % is set by controls: 0 for no effect and ±100 for the full control effect
# JMJD2A Tudor inh – JMJD2A Tudor domain (human) inhibition; 4.4% of 390,000 active; AlphaScreen JMJD2A-Tudor / H3K4me3 peptide binding; AID 504339; Potency, µM (doses to about 114 µM), for inactives: at the top dose activity change, negative = inhibition, hits mostly inhibitors; note: % is set by controls: 0 for no effect and ±100 for the full control effect; nearly all actives have a fitted effect of over 50% in size
# Target sequence (O75164 whole entry, looked up, the tested form may be a part): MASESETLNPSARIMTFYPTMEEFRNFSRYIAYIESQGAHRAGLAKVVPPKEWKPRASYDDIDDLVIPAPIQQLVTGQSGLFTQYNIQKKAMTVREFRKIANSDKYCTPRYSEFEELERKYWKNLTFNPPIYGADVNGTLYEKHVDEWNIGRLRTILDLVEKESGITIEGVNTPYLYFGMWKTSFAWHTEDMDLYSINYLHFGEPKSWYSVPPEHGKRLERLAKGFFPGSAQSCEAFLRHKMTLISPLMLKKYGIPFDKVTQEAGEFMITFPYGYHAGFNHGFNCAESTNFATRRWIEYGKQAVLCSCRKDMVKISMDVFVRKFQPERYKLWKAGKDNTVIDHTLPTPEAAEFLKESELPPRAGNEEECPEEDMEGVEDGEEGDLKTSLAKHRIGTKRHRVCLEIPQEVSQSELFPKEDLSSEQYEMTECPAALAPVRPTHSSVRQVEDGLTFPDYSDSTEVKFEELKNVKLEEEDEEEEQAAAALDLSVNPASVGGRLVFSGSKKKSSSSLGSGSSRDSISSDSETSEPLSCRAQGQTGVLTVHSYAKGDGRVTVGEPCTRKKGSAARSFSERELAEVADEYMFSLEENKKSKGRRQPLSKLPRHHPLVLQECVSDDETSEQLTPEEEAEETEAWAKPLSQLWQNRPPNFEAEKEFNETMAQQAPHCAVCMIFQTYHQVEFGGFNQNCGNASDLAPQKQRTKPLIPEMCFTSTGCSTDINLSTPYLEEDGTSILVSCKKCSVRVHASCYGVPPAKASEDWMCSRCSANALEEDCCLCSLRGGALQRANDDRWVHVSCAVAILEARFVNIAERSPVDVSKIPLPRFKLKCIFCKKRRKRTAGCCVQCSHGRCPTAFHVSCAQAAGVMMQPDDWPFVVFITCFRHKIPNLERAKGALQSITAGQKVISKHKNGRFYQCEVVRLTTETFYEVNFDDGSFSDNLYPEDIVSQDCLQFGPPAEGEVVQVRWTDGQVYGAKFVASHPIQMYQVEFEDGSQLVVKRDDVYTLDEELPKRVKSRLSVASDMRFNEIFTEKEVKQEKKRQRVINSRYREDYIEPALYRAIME
# Pol iota inh – blocks human DNA polymerase iota activity; Q9UNA4; Pol iota fluorescent replication assay, 10 min; Potency, µM (titrated, usually from 115 µM), inactives show at the highest dose activity, negative = inhibition, hits mostly inhibitors; 1% of 390,000 active
#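 Fluorescent replication assay read twice, at 0 min and 10 min after adding 50 nM (final) substrate. Enzyme (10 nM) and compounds were first incubated 15 min at room temperature; enzyme-free buffer wells were negative controls.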
# * marks the source's active call; other numbers are inactive results; i = inactive; ? = inconclusive; / = not tested or not shown; & = joins results of further samples; [ ] = another dose, or the depositor's remark. Unless noted, calls come from the whole dose curve; as a rule, active = well fitted curve in the direction sought with a large enough effect; inconclusive = small, poorly fitted or top-dose-only effect, or another doubt; inactive = no such curve, though single readings can be large; an effect the other way counts as inactive or inconclusive. Potency is the fitted concentration of half-maximal effect. An excerpt. The share of hits here may be higher or lower than overall.
SMILES,Tb PGK inh,HP1b chromo inh,GLS inhibitor,BAZ2B block,BLM inh,G9a inh,Pin1 inhibitor,JMJD2A Tudor inh,Pol iota inh
CCOC(=O)c1ccc(NC2c3ccccc3C(=O)N2c2ccc(C)cn2)cc1 (centres undefined),-3%,21%,4%,6%,-4%,13%,-9%,-14%,9%
O=C1c2ccc(Oc3ccc([N+](=O)[O-])cc3)cc2C(=O)N1CCO,-2%,23%,77%,-14%,1%,12%[2.33 µM],2%,-5%,174%[activator]
Cc1cc([N+](=O)[O-])ccc1N=Nc1c(N)[nH]n(-c2ccccc2)c1=O,i,?,-10%,-32%,0%,?,-12%,-34%,21%
CCOC(=O)c1cc(-c2ccccc2)nn1CC1CC(c2cccc([N+](=O)[O-])c2)=NO1 (centres undefined),i,1%,1%,/,/,/,?,-35%,-4%
CCOc1ccc(-n2c(C)nc3cc(C(=O)NCc4ccc5c(c4)OCO5)ccc32)cc1,i,?,0%,-39%,-12%,-21%,3%,?,36%[activator]
Cc1cc2c(cc1C)N(C(=O)CN1C(=O)c3ccccc3C1=O)C(C)(C)c1ssc(=S)c1-2,-1%,?,-1%,8.9µM*,-12%,28µM*,-11%,40µM*,-1%
CCOC(=O)c1oc2ccccc2c1CN1CCN(C(=O)c2ccccc2)CC1,-9%,28%,-6%,-5%,-4%,-46%,3%,-15%,19%
CCOC(=O)c1nccnc1C(=O)Nc1ccc(C(F)(F)F)cc1,-1%,34%,-11%,1%,-9%,6%,1%,-16%,156%[activator]
Cc1cc(OCC(=O)NNC(=S)NCC2CCCO2)cc(C)c1Cl (centres undefined),-9%,3%,13%,-24%,-5%,?,-4%,?,9%
COc1ccc(S(=O)(=O)N2CCOCC2)cc1NS(=O)(=O)c1ccc(F)c(F)c1,-4%,17%,8%,/,/,/,-1%,-10%,14%
Cc1ccc(-c2cc(C(=O)NCCCN3CCOCC3)c3ccc(Cl)c(C)c3n2)cc1,6%,17%,5%,-18%,-2%,-8%,5%,-19%,-9%
NC(=O)c1cccc2c3c([nH]c12)CCCC3,i,-12%,0%,?,-3%,?,-17%,?,-7%
Fc1ccccc1OCCCN1CCOCC1,i,?,3%,?,-3%,?,-9%,4.5µM*,-2%[58.9 µM]
O=C(Nc1cccc(C(F)(F)F)c1)C12CC3CC(CC(C3)C1)C2,/,17%,2%,6%,4%,21%[59 µM],-4%,12%,-27%
CCN(CC(=O)Nc1cc(Cl)ccc1C)C(=O)c1oc2ccc(OC)cc2c1C,3%,12%,6%,10%,/,?,31%[activator],-22%,?
O=C(CSc1ccc(Cl)cc1)Nc1ccccc1Oc1ccccc1,-15%,92%[activator],-3%,52%[activator],-1%,73%[activator],2%,-23%,-7%
O=C(NCCc1ccccc1)c1ccc(Cl)cc1[N+](=O)[O-],0%,26%,-2%,-13%,-2%,4%,-3%,-4%,?
CCC1=Nc2cc(C(=O)NC3CCCC3)ccc2Sc2ccc(Br)cc21,11%,6%,?,-30%,-3%,-5%[59 µM],12%,-23%,7%
CCOc1ccc2nc(SCC#N)c(C#N)cc2c1,7%,23%,2%,-3%,-14%,-38%,25%,-8%,?
[N-]=[N+]=NC[C@H](c1ccccc1)N1CCN(Cc2ccccc2)CCC1=O,-4%,-13%,7%,-10%,0%,-16%,1%,-19%,32%[activator]
COc1ccc(/C=C/C(=O)OCC(=O)Nc2ccc(N3CCOCC3)cc2)cc1OC,1%,34%[activator],12%,-2%,-7%,-16%,?,-2%,41%[activator]
COc1ccc(C(=O)NC(C)c2ccc(-n3ccnc3)cc2)cc1S(=O)(=O)N1CCOCC1 (centres undefined),2%,16%,9%,7%,/,-12%,2%,-4%,12%
COc1ccccc1N(C(=O)c1ccco1)C(C(=O)NC1CCCC1)c1cccs1 (centres undefined),-10%,15%,-4%,-20%,-3%,-6%,-2%,-4%,68%[activator]
COc1ccc(C(=O)OCC(=O)NCC2CCCCC2)cc1S(=O)(=O)N1CCCc2ccccc21,-4%,19%,0%,7%,-1%,-11%,12%,-6%,5%
Cc1cc(N2CCN(C(=O)c3ccco3)CC2)n2nc(-c3cccc(Cl)c3)cc2n1,-2%,19%,-12%,/,-3%,14%[59 µM],11%,-25%,11%
# (further entries)
SMILES,Tb PGK inh,HP1b chromo inh,GLS inhibitor,BAZ2B block,BLM inh,G9a inh,Pin1 inhibitor,JMJD2A Tudor inh,Pol iota inh
COc1cc(OC)c(N(C)S(=O)(=O)c2cccc(C(=O)Nc3nccs3)c2)cc1Cl,-9%,9%,-3%,/,/,/,23%,-24%,22%
Cc1sc2ncnc(OCC(=O)NC3CCS(=O)(=O)C3)c2c1C (centres undefined),-1%,46%[activator],-12%,3%,-3%,48%[59 µM],7%,-20%,0%
Cc1ccc(CCNC(=O)c2ccc3c(c2)N(Cc2ccccc2)C(=O)c2ccccc2S3=O)cc1 (centres undefined),-15%,15%,-1%,-15%,-7%,3%[59 µM],-1%,3%,-15%
O=C(O)CCCSCC(=O)Nc1ccccc1,-6%,56%[activator],-3%,3%,-1%,?,3%,-17%,-2%[58.9 µM]
CCc1ccc(-n2c(=O)c3c(C)c(C(=O)N(C)C)sc3n(Cc3ccccc3F)c2=O)cc1,-6%,18%,-12%,-29%,2%,2%[59 µM],0%,-19%,-17%
CCOC(=O)c1cc(C)nc(N2CCCCC2)c1C#N,i,209%[activator],0%,104%[activator],-3%,221%[activator],2%,144%[activator],-2%
CCCn1ncc(CN2CCC(n3nccc3NC(=O)c3ccccc3OC)CC2)c1C,7%,34%,7%,-1%,1%,11%,-3%,4%,6%
COc1ccc(OC)c(C2C(C(=O)c3ccccc3)=C(C)Nc3nc4ccccc4n32)c1 (centres undefined),-9%,52%[activator],3%,4%,4%,19%,2%,-12%,14%
COc1ccc(NC(=O)C23CC4CC(C2)CC(n2cnc(Br)n2)(C4)C3)c(C)c1,5%,22%,0%,3%,3%,5%,3%,-5%,24%
O=C(c1cc2cc(F)ccc2[nH]1)N(Cc1cccnc1)CC1CCCN(C2CCCCC2)C1 (centres undefined),-10%,19%,-3%,-17%,1%,1%,2%,-17%,18%
COc1ccc(CNC(=O)c2ccc(NC(=O)N3CCCCc4ccccc43)cc2)c(OC)c1,-8%,3%,4%,-23%,-5%,2%[59 µM],17%,-29%,2%
COc1ccccc1N1CCN(CCCNC(=O)c2nnc(Cc3c(F)cccc3Cl)o2)CC1,i,-7%,5%,-15%,1%,-5%[59 µM],-2%,-33%,36%[activator]
Cc1ccc(Nc2ccc(N3CCN(c4ccc([N+](=O)[O-])cc4)CC3)nn2)cc1,-10%,26%,3%,2%,-10%,-31%,0%,-5%,31%
CCc1nnc(NC(=O)CN2CCN(Cc3ccc(F)cc3)CC2)s1,2%,41%[activator],3%,3%,0%,-10%,2%,?,90%[activator]
O=C(NCCc1ccc(Cl)cc1)c1nnc(Cc2ccc(Cl)cc2Cl)o1,-15%,6%,4%,-2%,1%,6%[59 µM],0%,-14%,15%
COc1cc(/C=C2\N=C(c3c(-c4ccccc4)noc3C)OC2=O)ccc1OC(C)=O,-6%,33%,3%,24%,0%,-50%,9%,-9%,30%[activator]
COc1cccc(NS(=O)(=O)c2ccc3[nH]cc(C(=O)N4CCCCCC4)c(=O)c3c2)c1,-5%,39%,5%,/,-6%,-6%[59 µM],-2%,?,?
N#C/C(=C(\O)c1ccco1)c1ccccn1,5%,37%,5%,-6%,2%,?,?,?,15%
CCOC(=O)c1sc(N(Cc2ccccc2)C(=O)CN2C(=O)CN(C)C2=O)nc1C,2%,51%[activator],-5%,-5%,-4%,43%[12.7 µM],7%,4%,-18%
OC(CCN1CCC2CCC(C2)C1)c1ccc(Br)cc1 (centres undefined),-5%,18%,1%,/,/,/,2%,-6%,26%
COc1ccc2cc(CCNC(=O)c3ccc(S(=O)(=O)N4CCOCC4)cc3)c(=O)[nH]c2c1,-2%,16%,7%,-2%,3%,/,0%,-7%,11%
Cc1cccc(C)c1NC(=O)CS(=O)CC(=O)NC1CCN(Cc2ccccc2)CC1 (centres undefined),-1%,26%,-4%,1%,2%,8%,-5%,-2%,14%
O=C(CCC(=O)c1cccs1)NCc1cccc(Cl)c1,-13%,23%,3%,8%,/,1%[59 µM],2%,-8%,16%
CCN(c1ccccc1)S(=O)(=O)c1nnc(NC(=O)C(C)(C)C)s1,-12%&0%,12%&33%,3%&0%,-3%&0%,-1%&1%,-8%,4%&17%,5%&-6%,?
C=CCN(CC=C)C(=O)C(=O)c1ccn(-c2c(C)csc2C(=O)OC)c1,7%,32%,2%,0%,-4%,/,7%,-14%,-10%

# Compounds from the list above with an aryl thioether with sulfur outside any ring (two):
SMILES,Tb PGK inh,HP1b chromo inh,GLS inhibitor,BAZ2B block,BLM inh,G9a inh,Pin1 inhibitor,JMJD2A Tudor inh,Pol iota inh
O=C(CSc1ccc(Cl)cc1)Nc1ccccc1Oc1ccccc1,-15%,92%[activator],-3%,52%[activator],-1%,73%[activator],2%,-23%,-7%
CCOc1ccc2nc(SCC#N)c(C#N)cc2c1,7%,23%,2%,-3%,-14%,-38%,25%,-8%,?

# (listing goes on)
SMILES,Tb PGK inh,HP1b chromo inh,GLS inhibitor,BAZ2B block,BLM inh,G9a inh,Pin1 inhibitor,JMJD2A Tudor inh,Pol iota inh
C[N+](C)(C)CC/C=C1/c2ccccc2CSc2ccccc21,-4%,43%,-1%,79µM*,16%,?,-1%,50µM*,29%
O=C(COc1ncnc2cc(Cl)ccc12)c1ccc2c(c1)OCCO2,-9%,3%,2%,0%,1%,20%,7%,-14%,-11%[58.9 µM]
CCn1c(CNc2cccc(Cl)c2)nnc1SCC(=O)OC1CCCCC1,4%[11.5 µM],-12%,-13%,12%,0%,5%[59 µM],-5%,-30%,-14%
Cc1ccc(CNC(=O)C2CCN(Cc3nc(-c4cccc(Br)c4)oc3C)CC2)cc1,-10%,9%,-2%,3%,2%,13%[59 µM],-9%,-23%,25%
Cc1ccc(C(=O)c2nccn2C)cc1C,-8%,41%[activator],-9%,-14%,-2%,-1%,-7%,-7%,10%
Cc1ccc(NC(=O)CN(C)C(=O)COc2ncnc3ccc(Br)cc23)cc1,-3%,41%[activator],4%,-5%,/,?,2%,2%,22%
CCCn1cnc2c(SCc3ccccc3)nc(N)nc21,-8%,-2%,-14%,/,/,/,-3%,-12%,28%
